Screens: PubChem BioAssay, Fisher Drug Discovery Resource Center
mcGAS RapidFire – blocks mouse cGAS cGAMP production | inhibition, % at 12.5 µM | Q8C6L5 | recombinant mouse cGAS, cGAMP by RapidFire MS | AID 1259397 | 130,000 compounds, 0.18% hits;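 active = inhibition of cGAS enzyme activity at or above 60%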;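 note: enzyme stimulated by 45 bp dsDNA with ATP and GTP substrates; cGAMP share of summed cGAMP plus half ATP and half GTP signals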
Target sequence (Q8C6L5 whole entry, looked up): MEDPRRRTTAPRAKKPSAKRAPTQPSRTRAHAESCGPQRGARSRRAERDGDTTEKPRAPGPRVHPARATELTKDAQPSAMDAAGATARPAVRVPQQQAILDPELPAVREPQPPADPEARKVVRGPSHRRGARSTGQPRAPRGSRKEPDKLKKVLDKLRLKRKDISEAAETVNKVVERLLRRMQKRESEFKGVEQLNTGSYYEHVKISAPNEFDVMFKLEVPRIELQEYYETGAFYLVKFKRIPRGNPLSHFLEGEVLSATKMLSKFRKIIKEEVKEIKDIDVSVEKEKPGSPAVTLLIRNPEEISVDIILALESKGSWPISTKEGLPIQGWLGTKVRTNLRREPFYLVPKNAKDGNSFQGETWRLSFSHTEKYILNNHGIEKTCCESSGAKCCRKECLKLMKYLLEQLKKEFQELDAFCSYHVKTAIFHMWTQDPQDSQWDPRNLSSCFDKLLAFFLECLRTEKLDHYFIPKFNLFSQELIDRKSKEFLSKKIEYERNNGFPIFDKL
* = called active by the depositor. An excerpt; rates above refer to the full screens.

SMILES	mcGAS RapidFire
CCOC(=O)C1(C)CCCCN1C(=O)c1cccc(C(F)(F)F)c1 (stereo not drawn)	1
CC(=O)c1ccc(N2CCN(Cn3nc(C)n(-c4cccc(C)c4)c3=S)CC2)c(F)c1	-5
CCCN(Cc1nc2cc(Cl)ccc2c(=O)[nH]1)C(=O)COc1cc(C)ccc1Cl	-3
Cc1cc(N2CCN(Cc3cc4n(n3)CCCNC4)CC2)n2ncnc2n1	9
Oc1ccc(CN2CCC(OCc3cccnc3)CC2)cc1Cl	-15
COCC(=O)Nc1ccc(OS(=O)(=O)/C=C/c2ccc(C)cc2)cc1	2
COc1ccc(NC(=O)C(C)Oc2ccc(F)c3c2C(=O)CC3C)cc1OC (stereo not drawn)	-7
OCc1ccc(CN2CCc3onc(C(c4ccccc4)c4ccccc4)c3C2)o1	1
COc1cccc(-c2n[nH]c3c2CN(C(=O)CCc2c(C)noc2C)CC3)c1	-10
Cc1cccc(C)c1OCC(=O)N(C)c1ccccc1F	-1
Cc1ccc2[nH]c(O)c(N=Nc3ccc([N+](=O)[O-])cc3)c2c1Br	6
Cn1ccnc1C(NC(=O)COc1ccc(Br)cc1)c1ccccc1F (stereo not drawn)	0

7 consecutive records out of the list so far, quoted:
SMILES	mcGAS RapidFire
CCOC(=O)C1(C)CCCCN1C(=O)c1cccc(C(F)(F)F)c1 (stereo not drawn)	1
CC(=O)c1ccc(N2CCN(Cn3nc(C)n(-c4cccc(C)c4)c3=S)CC2)c(F)c1	-5
CCCN(Cc1nc2cc(Cl)ccc2c(=O)[nH]1)C(=O)COc1cc(C)ccc1Cl	-3
Cc1cc(N2CCN(Cc3cc4n(n3)CCCNC4)CC2)n2ncnc2n1	9
Oc1ccc(CN2CCC(OCc3cccnc3)CC2)cc1Cl	-15
COCC(=O)Nc1ccc(OS(=O)(=O)/C=C/c2ccc(C)cc2)cc1	2
COc1ccc(NC(=O)C(C)Oc2ccc(F)c3c2C(=O)CC3C)cc1OC (stereo not drawn)	-7

(continued)
SMILES	mcGAS RapidFire
CC(C(=O)N1CCCC1)N1CCN(C(=O)NCC2CC=CCC2)CC1 (stereo not drawn)	0
O=c1[nH]c(-c2cnccn2)nc2cc(F)c(F)cc12	3
O=C(NCc1cccnc1)C1CCN(c2ccccc2)C1=O (stereo not drawn)	-6
O=C(Cc1ccc(F)cc1)NCCCn1nc(-c2ccccc2)ccc1=O	-2
COC(=O)c1cc2c(=O)n(-c3cccc(OC(F)(F)F)c3)ccc2nc1C	-11
Cc1ccccc1-n1cc(CN(C)C(=O)CN2CC(=O)NC2=O)cn1	-1
CCN(Cc1ccc2c(c1)OCO2)C(=O)c1cc2ccccc2oc1=O	10
CC1(C(=O)NC2CCN(Cc3ccccc3)CC2)CCN1CCc1ccccc1 (stereo not drawn)	-9
COc1ccc(Br)cc1/C=C/c1nc2sc(C)c(C)c2c(=O)[nH]1	2
C=CC(C)(C)S(=O)(=O)c1ccc(C)cc1	-7
CCc1cc(CN2CCC(CNC(=O)c3cccc(O)c3C)C2)on1 (stereo not drawn)	-3
Cc1cccc(CNC(=O)Nc2ccc3c(c2)n(C)c(=O)n3C)c1	-5
Cc1ccn2c(CNCCn3nc(C)cc3C)c(C(=O)N3CCCCCC3)nc2c1	-3
O=C(O)C1CC=CCC1C(=O)Nc1ccc2c(c1)OC(F)(F)O2 (stereo not drawn)	3
O=C(CCl)N1CCc2cc([N+](=O)[O-])ccc21	27
CN(C)c1ccc(/C=C2\C(=O)NC(=S)N(Cc3ccccc3)C2=O)cc1[N+](=O)[O-]	-20
CC(COC(=O)CCCOc1ccc2c(c1)CCC(=O)N2)NC(=O)OC(C)(C)C (stereo not drawn)	-1
CC(C(N)=O)N1CCCN(C(=O)c2cccc(F)c2)CC1 (stereo not drawn)	-6
COCCN(C)CC(=O)N1CCn2c(C(N)=O)cnc2C1	-19
CCOC(=O)C1=C(C)OC(=N)C(C#N)C1c1ccc(O)cc1 (stereo not drawn)	-3
COc1ccccc1C(C)NCc1csc(-c2ccsc2)n1 (stereo not drawn)	-8
COCC(O)CN(C)C(C)C(=O)Nc1ccc(Cl)c(C(F)(F)F)c1 (stereo not drawn)	-10
CCc1ccc(CN2CCC(c3n[nH]c(=O)n3-c3ccccc3)CC2)nc1	-2
CN(Cc1ccc(N2CCCCC2)cc1)C(=O)c1ccc(=O)[nH]c1	3
O=C1c2ccccc2C(O)(c2ccccc2)N1Cc1ccccc1Cl (stereo not drawn)	-10
COc1cccc(CC2CN(C(=O)Nc3cccs3)CCO2)c1 (stereo not drawn)	-7
Fc1cccc(-c2nc(CN3CCCC3c3ccsc3)co2)c1 (stereo not drawn)	-20
Cc1ccncc1C(=O)NC1CC(=O)N(CCc2ccc(F)cc2)C1 (stereo not drawn)	2
Cc1cnc(CNC(=O)c2cnn(C(C)C)c2)cn1	5
Cc1ccc(C2(C)NC(=O)N(CC(=O)NC3CCCCCCC3)C2=O)cc1 (stereo not drawn)	-24
CCn1c(CC2CCN(S(=O)(=O)c3cccs3)CC2)nn(C)c1=O	-4
CCN(CCn1cccn1)C(=O)c1cc(COc2cccc3cccnc23)on1	-15
O=C1CN(C(=O)COC(=O)C2(c3ccc(Cl)cc3Cl)CCOCC2)CCN1	-4
CCCNC(=O)NNC(=O)C(C)NC(=O)C12CC3CC(CC(C3)C1)C2 (stereo not drawn)	-13
Cn1c(CNC(=O)C2CCC(=O)N(Cc3ccccn3)C2)nc2ccccc21 (stereo not drawn)	6
Cc1ccc2nc(C)c(C(=O)NC3CC(=O)N(C(C)C)C3)cc2c1 (stereo not drawn)	-16

Random excerpt: 2 records from the list.
SMILES	mcGAS RapidFire
Oc1ccc(CN2CCC(OCc3cccnc3)CC2)cc1Cl	-15
COCC(O)CN(C)C(C)C(=O)Nc1ccc(Cl)c(C(F)(F)F)c1 (stereo not drawn)	-10

Following part
SMILES	mcGAS RapidFire
CC1CN=C(N2CCN(C(C(N)=O)c3ccccc3)CC2)S1 (stereo not drawn)	-10
Cc1cccc2nc(CSc3nnc(C(F)(F)F)n3C)cc(=O)n12	1
CCOc1cc(CO)cc(I)c1OCC(=O)O	-13
CC(C)c1nc2sc3c(NCCO)ncnc3c2c2c1CCCC2	2
c1ccc(COC2CCCN(c3nc4nonc4nc3N3CCSCC3)C2)nc1 (stereo not drawn)	-7
Cc1cc(C)n(-c2cc(Oc3ccc([N+](=O)[O-])cc3)nc(-c3ccccc3)n2)n1	-5
O=C(CCc1nc2ccccc2[nH]1)NC(c1ccc(Cl)cc1)C1CC1 (stereo not drawn)	2
CCn1ncnc1CN1CCC(c2[nH]ncc2Cc2ccccc2)CC1	-10
CC(C)CN(C/C=C/c1ccccc1)C(=O)c1ccc2nccn2c1	-22
Cc1cccn2c(=O)c3cc(C(=O)N4CC(C)OC(C)C4)sc3nc12 (stereo not drawn)	-11
Cc1cc(C)n(CC(C)NCc2nncn2C2CCCCC2)n1 (stereo not drawn)	-11
CCn1c(C2CCCN(C(=O)c3cc(C(C)C)oc3C)C2)n[nH]c1=O (stereo not drawn)	-15
CCOC(=O)C1(C)C=C(Nc2ccccc2[N+](=O)[O-])C(=O)N1c1ccccc1 (stereo not drawn)	-27
Cc1nc(C)c(C(C)NC(=O)N2CCCCCC2c2ccncc2)s1 (stereo not drawn)	-15
O=C(C=Cc1ccccc1)N1CCCC1c1nc2ccccc2s1 (stereo not drawn)	-9
COc1cccc(NC(=O)CCC2CCN(C(=O)C3CC34CCCC4)CC2)c1 (stereo not drawn)	-1
Cc1cc(C)n2nc(C(=O)N3CCCC(CCc4ccccc4C)C3)cc2n1 (stereo not drawn)	-9
Cc1ccc(C(=O)OCCN2C(=O)c3cccc4c(N5CCCCC5)ccc(c34)C2=O)cc1	-5
O=C(NC(C(=O)c1ccccc1)n1cccnc1=O)c1ccccc1 (stereo not drawn)	-26
Cn1cnnc1SCC(=O)Nc1sccc1C(N)=O	-4
O=C(NC1CC1)c1ccc(-c2ccc(Cl)cc2Cl)o1	2
Cc1cc(C)cc(S(=O)(=O)NCCNC(=O)c2ccc(NC(=O)C3CCCC3)cc2)c1	1
Cc1cc(F)ccc1S(=O)(=O)Nc1cnn(CC(F)F)c1	-9
CC(=O)N1CCCN(CC(=O)Nc2c(C#N)c(C)c(C)n2Cc2ccccc2)CC1	0
CCC1CCc2[nH]c(=S)c(C#N)c(C(F)(F)F)c2C1 (stereo not drawn)	9
COc1cccc(CN2CCCC3(CCN(C(=O)c4ccsc4)C3)C2)c1 (stereo not drawn)	-13
CN(C(=O)c1ccc(C(C)(C)C)cc1)C1(C)CCS(=O)(=O)C1 (stereo not drawn)	0
O=C(NCC(O)c1ccc(OC(F)F)cc1)c1ccc(Cl)s1 (stereo not drawn)	-7
CCC(CNC(=O)c1ccc(C)nc1)N1CCc2ccccc2C1 (stereo not drawn)	-5
CC(=O)NCCc1ccc(-c2csc(-c3ccc(N(C)C)cc3)n2)cc1	2
C=CCNC(=O)c1cc2c(=O)n3ccccc3nc2n1C	-1
Cc1nc(C)c(CC(=O)N2CCC(N3CCC(C(=O)NC4CC4)CC3)CC2)s1	-13
c1ccc(Oc2ccccc2COc2ccc(-c3nnco3)cc2)cc1	-12
Cc1ccc(C=NN2CCOCC2)s1	-3
NC(=O)C(NNC(=O)C1CCCCC1)c1ccccc1 (stereo not drawn)	-1
O=C(NCc1cc(-c2ccccc2)no1)N1CCCC(C(F)(F)F)C1 (stereo not drawn)	-25

Two entries from above, bar-delimited.
mol | mcGAS RapidFire
c1ccc(Oc2ccccc2COc2ccc(-c3nnco3)cc2)cc1 | -12
CCC1CCc2[nH]c(=S)c(C#N)c(C(F)(F)F)c2C1 (stereo not drawn) | 9

More results
SMILES	mcGAS RapidFire
Cc1nc(-c2cccs2)sc1C(=O)N(C)C(C)c1ccccc1 (stereo not drawn)	1
CCOC(=O)C1CCCN(CN2C(=S)SC3=NC(=O)CCCN32)C1 (stereo not drawn)	0
O=c1cc(N2CCN(Cc3cc4n(n3)CCNC4)CC2)cn[nH]1	7
COc1ccccc1NC(=O)C1Cc2ccccc2CN1S(=O)(=O)c1cccs1 (stereo not drawn)	-7
O=C(Nc1ccncc1)c1cc(Cl)c2c(c1)OCCO2	-10
CC(C)c1cncnc1NCc1cccnc1Oc1ccc(F)c(F)c1	-26
CC1(CNC(=O)c2nnn(-c3ccccc3)c2C2CC2)CCOC1 (stereo not drawn)	-1
Cc1ccc(S(=O)(=O)Nc2cc(C(C)C)[nH]n2)cc1	-4
O=C(NCC1CCS(=O)(=O)C1)NCC(O)c1ccc(F)c(F)c1 (stereo not drawn)	-9
COc1ccc(C(=O)C(Cn2cncn2)C(Sc2ccccc2)c2ccccc2)cc1 (stereo not drawn)	-5
CCOC(=O)C1(CCOc2ccccc2)CCCN(Cc2cccc(C)n2)C1 (stereo not drawn)	-8
O=C(CC1SC(N2CCCCC2)=NC1=O)Nc1cccc(C(=O)NC2CCc3ccccc32)c1 (stereo not drawn)	-4

Structural class: those above with an aryl thioether with sulfur outside any ring (three)
SMILES	mcGAS RapidFire
Cc1cccc2nc(CSc3nnc(C(F)(F)F)n3C)cc(=O)n12	1
Cn1cnnc1SCC(=O)Nc1sccc1C(N)=O	-4
COc1ccc(C(=O)C(Cn2cncn2)C(Sc2ccccc2)c2ccccc2)cc1 (stereo not drawn)	-5

Further records
SMILES	mcGAS RapidFire
COc1ccc(CC2CN(Cc3cccc(C)n3)CCO2)cc1 (stereo not drawn)	-10
O=S(NC12CC3CC(CC(C3)C1)C2)c1ccc2ccccc2c1 (stereo not drawn)	-2
Cc1ccc(/C=C(/Cl)c2cc(=O)n3ccccc3n2)cc1	-4
CN(Cc1ccccc1F)C(=O)c1cc(Cl)ccc1O	-8
O=C(CCc1ncc(-c2ccccc2)o1)N1CCN(S(=O)(=O)c2cc(F)ccc2F)CC1	12
CC(C)(C)c1ccc(C(=O)c2cc[nH]c2)cc1	-6
CN(C)CCCN1C(=O)C(O)=C(C(=O)c2ccco2)C1c1ccco1 (stereo not drawn)	-2
COCCn1c(SCC(=O)Nc2cc(C)ccc2C)nc2c(c1=O)SC(C)C2 (stereo not drawn)	-7
COc1cc(CN2CCN(C(C)=O)CC2)c(O)c(C(C)(C)C)c1	0
CC1(C(=O)Nc2ccc3c(c2)OCO3)CCN1CCOc1ccccc1 (stereo not drawn)	-10
N#CC(c1cccs1)N1CCN(C(=O)CCl)CC1 (stereo not drawn)	-2
Cc1cc(C)nc(-n2nc(C)c3c2CCCC3=O)n1	0
COCCNC(=O)CN(Cc1ccccc1)C(=O)c1ccoc1	-12
Cc1[nH]c2ccccc2c1CC(=O)NCc1nc(-c2cccnc2)no1	-9
CCn1nnc2c(SCc3ccc(C(F)(F)F)cc3)ncnc21	-3
C=CCn1c(=O)c2c(nc3n2CCN3c2cc(C)cc(C)c2)n(C)c1=O	-5
O=C(Cn1nnn(-c2cccs2)c1=O)Nc1ccc(Cl)cc1	-13
N#Cc1c[nH]c(=S)[nH]c1=O	-5
C=CCn1c(=O)c2c(nc3n(-c4ccc(C)c(C)c4)c(C)cn23)n(C)c1=O	-8
O=C(CSc1nc2c(cnn2CCO)c(=O)[nH]1)Nc1ccccc1F	-25
CCO[C@H]1COC[C@@H]1NC1CCN(C(=O)c2ccccc2)CC1	-15
Brc1ccc(Nc2c3c(nc4nncn24)CCC3)cc1	-6
Cc1cc(CN(C)C(=O)c2csc3nc(-c4cccc(C(F)(F)F)c4)cn23)on1	-2
COc1ccc(-c2nc3c4ccccc4ccn3c2CN2CCCCC2)cc1	5
CS(=O)(=O)N(CC(=O)NC1CCCCC1)c1ccc2c3c(cccc13)CC2	-9
Cc1cccc(C)c1OC1CCN(C(=O)c2c(C)c(C)n[nH]c2=O)CC1	-1
Cc1cc(C)cc(N2CCN(C(=O)C3CCOC3)CC2=O)c1 (stereo not drawn)	-11
CC(C)(C)c1nn2cnnc2n(/N=C\c2ccc(OCc3ccc(Cl)cc3)cc2)c1=O	-6
